# All columns: NCI-60 one-dose screen, growth in % after 48 h at 10 µM unless noted; 100 = growth as untreated, 0 = no growth, -100 = all killed.
# HL-60(TB) – HL-60(TB) leukemia cells; actives 9% (n = 78,000); AID 1794776; active means growth percent below 10
# An asterisk follows results filed as active; ! = not active in a repeat.
SMILES,HL-60(TB)
Cc1ccc(/C=C2\C(=O)N(C)c3ccc(S(=O)(=O)Nc4ccc(C(C)(C)C)cc4)cc32)s1,93
COc1ccc(-c2nc3sc(-c4ccc(Cl)cc4)cn3n2)cc1,105
Nc1nc2cc(O)ccc2n2cc3c(F)cccc3c12,22
O=Cc1ccc(-c2cn3ccnc3c(-c3ccc4ncn(Cc5ccccc5)c4c3)n2)cc1,84
C/C=C(/C)n1cnc2c(Nc3ccccn3)nc(Cl)nc21,107
NC1=NC(c2ccccc2)CC(=O)N1 (configuration not stated),94
CC(=O)c1ccc(C(C)(C)C)cc1,100
Cc1cc(NC(=O)c2ccc(N)cc2)ccc1N=Nc1ccc2c(O)c(N=Nc3ccc4cc(S(=O)(=O)O)ccc4c3)c(S(=O)(=O)O)cc2c1,111
CC(=O)CC(C)C1CCC(C)CC1 (configuration not stated),88
CN1CCN(Cc2ccc(NC(=O)c3cncc(C#Cc4cnc5ccc(N)nn45)c3)cc2C(F)(F)F)CC1,2.8*
CC(c1ccccc1)N1CSc2nc(-c3ccccc3)c(-c3ccccc3)n2C1 (configuration not stated),105
CCCCCCCCOc1ccc(C(=O)c2ccccc2)c(O)c1,96
CC(=O)Nc1cccc(N)c1,102
O=S1(=O)c2ccccc2N(c2ccccc2)c2nc(COc3ccc(-c4nc5ccccc5s4)cc3)nn21,91
Cc1c2c(c(C)c3c1oc1cc(O)ccc13)C(=O)N(CCN1CCCCC1)C2=O,99
Clc1ccc(/C=C/c2ccc3ccccc3n2)cc1,-14*!
C/C(=N\N=C\c1ccc(O)cc1)c1nnn(-c2ccc([N+](=O)[O-])cc2)c1C,88
Cc1cc(C)c(C(=O)c2ccccc2)c(C)c1,64
ClCCN1CCSCC1,78
CC(=O)O[C@H]1[C@H]2[C@@H](CC[C@H]3C[C@@H](O)CC[C@@]32C)[C@@]2(O)CC[C@H](C(C)=O)[C@@]2(C)[C@@H]1OC(=O)/C=C/c1ccccc1,85
COc1ccc(C(=O)Cn2cc(CNC(=O)c3ccc4ccc5ccc(C(=O)NCc6cn(CC(=O)c7ccc(OC)c(OC)c7)nn6)nc5c4n3)nn2)cc1OC,125
CC(=O)S[C@@H]1CC2=CC(=O)CC[C@]2(C)[C@H]2CC[C@@]3(C)[C@@H](CC[C@@]34CCC(=O)O4)C12 (some centres not stated),95
C/C(=N\NC(=O)c1sc(=S)n(C)c1N)c1ccco1,94
COCCn1cc(-c2nc(-c3ccsc3)cs2)c2cc(Br)ccc21,100
O=c1n(CCCn2cnn(-c3ccccc3)c2=O)cnn1-c1ccccc1,104
COc1cc(N)cc(OC)c1OC,78
COC(=O)CCC[C@@H](C)[C@H]1CC[C@H]2[C@@H]3CC[C@@H]4CNC(=O)CC[C@]4(C)[C@H]3CC[C@]12C,93
c1ccc(N=C(Nc2ccccc2)Nc2ccccc2)cc1,98
Cc1nc2scc(-c3ccc(Cl)cc3)n2c(=O)c1CCN1CCOCC1,100
COc1ccc(C2=NOC(C(=O)N3CCCCC3)C2)cc1OC1CCCC1 (configuration not stated),117
O=C1C=C(O)CC2(CCCCC2)C1,106
CC(C)CC(NC(=O)c1c(Cl)ccc(Cl)c1Cl)C(=O)O (configuration not stated),109
CCCn1nc(C(=O)N2CCCCC2)c2c1CCC(Nc1ccc(Oc3cccnc3)cc1)C2 (configuration not stated),105
N#CC1(NC2CCCCC2)CCN(Cc2ccccc2)CC1,102
CNC(=O)c1ccccc1Oc1nc(Nc2cc(OC)c(OC)c(OC)c2)ncc1Br,53
N#Cc1ccc(C2CC(n3ccnc3)c3cc(Br)cc(Br)c3N2)cc1 (configuration not stated),82
COc1ccc(-c2nn(-c3cccc(Cl)c3)cc2-c2cc(-c3ccc(Br)cc3)no2)cc1,104
O=C(/C(Cl)=N/O)c1ccc(O)c(O)c1,79
O=C1OCCCCCCCCCC#Cc2ccccc21,89
Cc1c(Cc2ccccc2)c(=O)oc2c(C)c(OCC(=O)n3nc(N)cc3N)ccc12,112

# Part of the list above in another layout.
Structure | HL-60(TB)
c1ccc(N=C(Nc2ccccc2)Nc2ccccc2)cc1 | 98
CC(C)CC(NC(=O)c1c(Cl)ccc(Cl)c1Cl)C(=O)O (configuration not stated) | 109
CCCn1nc(C(=O)N2CCCCC2)c2c1CCC(Nc1ccc(Oc3cccnc3)cc1)C2 (configuration not stated) | 105
O=C1C=C(O)CC2(CCCCC2)C1 | 106
C/C(=N\NC(=O)c1sc(=S)n(C)c1N)c1ccco1 | 94
COc1ccc(-c2nn(-c3cccc(Cl)c3)cc2-c2cc(-c3ccc(Br)cc3)no2)cc1 | 104

# (list continues)
SMILES,HL-60(TB)
CCOC(=O)[C@@H](C)C[C@H](Cc1ccccc1)NC(=O)c1csc([C@@H](C[C@H](C(C)C)N(C)C(=O)CNC(=O)[C@H]2CCCCN2C)OC(C)=O)n1,-32*
O=C(c1ccccc1)C(Cc1ccccc1)N1CCOCC1 (configuration not stated),48
COc1ccccc1-[n+]1cc(-c2ccc(-c3ccc(S(C)(=O)=O)cc3)cc2)n2c1CCCCC2,53
CCOC(=O)c1sc2nc(-c3ccc([N+](=O)[O-])cc3)nc(N3CCOCC3)c2c1C,106
CCCC(=O)NCCc1ccc(OC)c(OC)c1,99
COc1ccc(NC(=O)C(=O)NNC(=O)c2sc(NNC(C)=O)nc2C)c([N+](=O)[O-])c1,104
COc1cc(/C=C/C(=O)c2cccc(-n3cc(-c4ccccc4)[nH]c3=O)c2)ccc1O,3.5*
Cc1cccc(C(=O)NNC(=O)c2ccccc2)c1,103
FC(F)(F)c1ccccc1-c1cn2c(ccc3ccccc32)n1,48
O=[N+]([O-])c1ccc(/C=N\N=C\c2ccc([N+](=O)[O-])cc2)cc1,94
CNC(=O)C(=O)[C@H](Cc1ccccc1)NC(=O)c1[nH]c2ccccc2c(=O)c1C,101
COc1ccc(/C=C2\Oc3cc(OCC(=O)c4ccc([N+](=O)[O-])cc4)ccc3C2=O)cc1OC,121
Cc1c(O)c(O)cc2c3c(oc12)CC(C(C)C)CC3=O (configuration not stated),72
COc1cc(OC(F)(F)F)ccc1C(=O)Nc1sc2c(c1C#N)CCC(=O)C2,38
CN1Cn2c(ccc2C(F)(F)F)C(=O)CS1(=O)=O,108
CC(=O)Nc1ccc(S(=O)(=O)O)c2cccc(O)c12,104
Cn1cc(Nc2nccc(-c3ccc(N4CCCC4)c(C#N)c3)n2)cn1,-18*
COc1ccc2nc3cc(Cl)ccc3c(N3CCN(c4ccnc(N5CCN(C)CC5)n4)CC3)c2c1,30
O=S(=O)(Nc1cc(Br)c(O)c2ccccc12)c1ccc(F)cc1,-27*
CCc1c(-c2ccc(Cl)cc2)nc(N)nc1-c1nc(N)nc(-c2ccc(Cl)cc2)c1CC,72
C[C@]12CC[C@@H]3c4ccc(O)cc4CC[C@H]3[C@@H]1CC(=O)[C@@H]2O,97
c1ccc([P+](CCCc2n(Cc3ccc4ccccc4c3)c3ccccc3[n+]2Cc2ccc3ccccc3c2)(c2ccccc2)c2ccccc2)cc1,23
O=C(Nc1ccc2c(ccn2C(=O)c2cccc(F)c2)c1)NC1CCCCC1,92
Nc1nc(=S)c2ncn(C3OC(COC(=O)c4ccccc4)C(OC(=O)c4ccccc4)C3OC(=O)c3ccccc3)c2[nH]1 (configuration not stated),77
CSC(SC)C(SC)SC,102
CCCCCCCCCCCCCCCCCCC1=C(O)C(=O)C=C(OC)C1=O,42
Cc1ccc(N=Nc2ccc(C)cc2)cc1,72
COc1cc2oc(-c3cccc(NC(=O)[C@@H](N)CC(C)C)c3)cc(=O)c2c(OC)c1OC,100
COc1ccccc1NCCCCOc1cc(O)c2c(=O)cc(-c3ccccc3)oc2c1,109
CCOC(=O)c1c(NC(=O)c2cc(Cl)nc(Cl)c2)sc2c1CCN(C(=O)OC(C)(C)C)C2,65
Cc1nn(-c2ccccc2)c2nc(CN3CCN(c4cc5c(cc4F)c(=O)c(C(=O)O)cn5C4CC4)CC3)[nH]c(=O)c12,83
CCC(CCNC(=O)c1ccccc1)(CCNC(=O)c1ccccc1)[N+](=O)[O-],107
O=C1CCc2ccccc2C1,99
Cc1cccc(C)c1NS(=O)(=O)c1ccc(N)cc1,65
CCOC(=O)/C(C#N)=C(\CC)c1ccccc1,97
CCCCCCCCCCCCCCNC(=O)Nc1ccc(Cl)c(Cl)c1,79
O=C1/C(=C/c2ccc(Cl)cc2)N=C2SCCCN12,94
CCOC(=O)c1c(NCC(=O)Nc2ccccc2)sc(C(C)=O)c1C,107
COC1=C[C@@]23CCCN2CCc2cc4c(cc2[C@H]3[C@H]1OC(=O)C(C)(C)O)OCO4,103
CCOC(=O)/N=[N+](\[O-])c1ccccc1,110
COc1ccc(C2(c3ccccc3)c3ccccc3C(=O)c3ccccc32)cc1,91
C=C(Cl)CNC,92
O=C1CCC(=O)N1c1ccccc1Cl,123
Cc1cc2nnc(Nc3ccccc3)n2c(SCc2ccccc2)n1,97
C/C(CCC(=O)O)=N/Nc1ccc([N+](=O)[O-])cc1,32
COc1ccc2cc(C(=O)/C=C/N3CCOCC3)ccc2c1,64
CCc1ccc(Cn2c(=O)nc(NCCN=C(N)N)n(Cc3ccc(OC)cc3)c2=O)cc1,102
O=C(Nc1cccc(-n2cc(-c3ccncc3)c(-c3ccc(O)c(Cl)c3)n2)c1)Nc1cccc(C(F)(F)F)c1,-12*
CN/C=C/C(=O)c1nnn(-c2ccc(Cl)cc2)c1C,104
O=C(OC12CC3CC(CC(C3)C1)C2)c1ccc(NCc2cc(O)ccc2O)cc1,-53*
O=C1/C(=C/c2ccc(OCc3cccc(Br)c3)cc2)Oc2cc(O)ccc21,99
CC1CN(CC(O)c2ccccc2)CC(C)O1 (configuration not stated),94
O=C(O)c1cc2ccccc2[nH]1,111
Cc1ccc(Cc2cnc(NC(=O)/C=C/c3ccc(C)o3)s2)cc1,-33*
CC(C)(C)c1ccc2c(c1)C(=O)N(NC(=O)c1ccc(S(N)(=O)=O)cc1)C2=O,106
Brc1ccc(-c2csc(N/N=C/c3ccc(-n4cncn4)cc3)n2)cc1,99
CCN(CC)CCN1CC(O)=C(c2nc(-c3ccc(Cl)cc3)cs2)C1=N,-34*
Cc1ccc(C(C)C)c(OC(=O)C(C)C)c1,123
COc1ccc(C(=O)c2nc3ccccc3n2CC(=O)c2ccc(Cl)cc2)cc1,-13*
FC(F)(F)c1ccc(-c2nnc3c4[nH]ccc4ncn23)cc1,99

# New compounds follow:
SMILES,HL-60(TB)
O=c1ccc(-c2ccccc2)nn1Cc1nnc(NC2CCCCC2)s1,83
C[C@@H]1CCN(C(=O)CC#N)C[C@@H]1N(C)c1ncnc2[nH]ccc12,132
CCOc1ccc(C(C[N+](=O)[O-])Sc2ccccc2N)cc1 (configuration not stated),-16*
O=C(Nc1ccc2ncnc(Nc3ccc(F)c(Cl)c3)c2c1)c1ccccc1,82
O/N=C/c1c2ccccc2cc2ccccc12,102
NC(N)=N/N=C/C(O)C(O)C(O)C(O)CO (configuration not stated),92
O=c1cc(-c2ccccc2)oc2c1ccc1ccccc12,106
COC(=O)c1ccc2[nH]c(O)c(C(=Nc3ccc(N(C)C(=O)CN4CCN(C)CC4)cc3)c3ccc(OC)cc3)c2c1,-14*
O=c1ssc(Cl)c1-c1ccccc1,48
COC(=O)/C(C#N)=C1/CCC(C(=O)NCc2ccc(Cl)cc2Cl)N1 (configuration not stated),91
O=[N+]([O-])c1ccc(CC2=NCCc3cc4c(cc32)OCO4)cc1,92
COc1ccc(/C=C2\SC(=S)NC2=O)cc1,50
O=c1oc2ccccc2cc1-c1cs/c(=N/N=C\c2ccc(Cl)cc2)n1/N=C/c1ccc(Cl)cc1,89
O=C1/C(=C\c2cccc3cccnc23)SC(=S)N1CCc1ccc(O)cc1,56
CCOC(=O)c1c(NCC(=O)Nc2ccccc2Cl)sc2c1CCCC2,87
COc1ccc(/C=N/NC(=O)c2[nH]c3ccc(Br)cc3c2-c2ccccc2)o1,-20*
Cc1ccc(NC(=O)c2sc3nc4c(cc3c2N)C(=O)CCC4)cc1,110
Cn1cc(-c2nnc(N)nc2-c2c[nH]c3ccccc23)c2cc(F)ccc21,44
NC/C(=C/F)COc1ccc2nc(N3CCOCC3)oc2c1,136
Cc1ccc(/C=C/C(=O)c2ccc(NC(=O)CSc3nc4c([nH]3)c(=O)n(C)c(=O)n4C)cc2)c(C)c1,95

# Reprinted from above (2 entries):
SMILES,HL-60(TB)
NC/C(=C/F)COc1ccc2nc(N3CCOCC3)oc2c1,136
Cc1ccc(/C=C/C(=O)c2ccc(NC(=O)CSc3nc4c([nH]3)c(=O)n(C)c(=O)n4C)cc2)c(C)c1,95

# Molecules listed so far with an aryl thioether with sulfur outside any ring:
SMILES,HL-60(TB)
Cc1cc2nnc(Nc3ccccc3)n2c(SCc2ccccc2)n1,97
CCOc1ccc(C(C[N+](=O)[O-])Sc2ccccc2N)cc1 (configuration not stated),-16*
Cc1ccc(/C=C/C(=O)c2ccc(NC(=O)CSc3nc4c([nH]3)c(=O)n(C)c(=O)n4C)cc2)c(C)c1,95

# (list continues)
SMILES,HL-60(TB)
CC(O)CCC(C)O (configuration not stated),84
CC(=O)c1cc(C(=O)c2ccc(Br)cc2)n2ccc(C)cc12,89
Nc1nc(N)c(-c2ccccn2)c(CCCO)n1,102
CC(C)=CC/C=C(/C)[C@H]1CC[C@]2(C)[C@@H]1CC[C@@H]1[C@@]3(C)C/C(=C/c4ccco4)C(=O)C(C)(C)[C@@H]3CC[C@]12C,90
CCOC(=O)C1CCC(C(=O)OCC)N1c1ccc(C=O)cc1 (configuration not stated),103
O=c1ccc(N=Nc2ccccc2)ccc1Cl,43
Cc1cnc(C(=O)NNc2nc3sc4c(c3c(=O)n2C)C(C)CCC4)cn1 (configuration not stated),-32*
Cc1nn(-c2cc(=O)[nH]c3cccc(C)c23)c(N)c1C#N,101
COc1cc2c3c(n(CCCN4CCC[C@@H]4CO)c(=O)c2cc1OC)-c1cc2c(cc1C3=O)OCO2,-15*
COc1ccc(C2CC(=O)c3c(cc(OC)c(O)c3OC)O2)cc1 (configuration not stated),95
Nc1ncc(-c2ccc3ncnc(Nc4cncc(Cl)c4)c3c2)cn1,92
CCOC(=O)N/C(=C1/OCCN1C)[P+](c1ccccc1)(c1ccccc1)c1ccccc1,30
O=C(COc1cccc(-c2nc3sccn3c2-c2ccncn2)c1)c1ccccc1,108

# Screening data: PubChem, NCI

# The list is partial; rates above refer to the full screens.
